Screens as filed in PubChem.
Peg3 prom inh: reduces Peg3 promoter-driven luciferase expression in HeLa; 360,000 compounds, 1.7% hits; HeLa PEG-Prom luciferase reporter, luminescence, overnight; inhibition, % at 20 µM;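 active means inhibition of at least 50% at 20 µM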
NR2E3 ag-1: human photoreceptor-specific nuclear receptor agonism | CHO-S Gal4-NCOR/VP16-NR2E3 two-hybrid, luciferase | 360,000 compounds, 0.35% hits | Q9Y5X4 | AID 602229 | inhibition of corepressor binding, % at 3.98 µM;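 active means inhibition above the mean of all tested compounds plus 3 SD, cut at about 70% in these data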;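 further: 0% = DMSO with NR2E3 transfected cells and 100% = cells lacking NR2E3 construct; higher means lower luciferase signal from less NR2E3 corepressor binding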
Target sequence (Q9Y5X4 whole entry, looked up, the tested form may be a part): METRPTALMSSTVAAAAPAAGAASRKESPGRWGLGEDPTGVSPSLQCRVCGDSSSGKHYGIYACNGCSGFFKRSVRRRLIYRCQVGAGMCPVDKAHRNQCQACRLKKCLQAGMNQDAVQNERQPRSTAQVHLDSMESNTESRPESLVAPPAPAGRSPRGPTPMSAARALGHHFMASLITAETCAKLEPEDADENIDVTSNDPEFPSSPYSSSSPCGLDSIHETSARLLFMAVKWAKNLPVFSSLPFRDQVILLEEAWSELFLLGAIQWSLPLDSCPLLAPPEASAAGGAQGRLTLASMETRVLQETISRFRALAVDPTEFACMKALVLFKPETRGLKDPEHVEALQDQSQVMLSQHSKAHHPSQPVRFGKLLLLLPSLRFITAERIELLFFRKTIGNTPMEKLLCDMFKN
Vif inh: inhibitors of HIV Vif; HEK293T cells, Vif self-association by quenched fluorescence, imaging, 24 h; inhibition, % at 7.49 µM; 340,000 compounds, 0.35% hits; AID 602346; in the data active means inhibition above about 50%, passing the limit was not always enough; further: some results filed as inactive read as strong as hits
Exocytosis inh: blocks lytic granule exocytosis. AID 651702. 360,000 compounds, 0.66% hits. TALL-104 LAMP-1 surface exposure, flow cytometry; cells stimulated with thapsigargin and PMA. inhibition, % at 10 µM;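 active means inhibition above about 55%, limit read from the data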
PDI inh: PDI (human) enzyme inhibition; PDI insulin aggregation turbidity, A650, 90 min; AID 588391; P07237; 350,000 compounds, 0.052% hits; inhibition, % at 10 µM;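 active means mean inhibition across replicates of 30% or more, whatever share of single replicates reach that level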;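 further: absorbance from insulin aggregation driven by PDI reduction with DTT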
Target sequence (P07237 whole entry, looked up): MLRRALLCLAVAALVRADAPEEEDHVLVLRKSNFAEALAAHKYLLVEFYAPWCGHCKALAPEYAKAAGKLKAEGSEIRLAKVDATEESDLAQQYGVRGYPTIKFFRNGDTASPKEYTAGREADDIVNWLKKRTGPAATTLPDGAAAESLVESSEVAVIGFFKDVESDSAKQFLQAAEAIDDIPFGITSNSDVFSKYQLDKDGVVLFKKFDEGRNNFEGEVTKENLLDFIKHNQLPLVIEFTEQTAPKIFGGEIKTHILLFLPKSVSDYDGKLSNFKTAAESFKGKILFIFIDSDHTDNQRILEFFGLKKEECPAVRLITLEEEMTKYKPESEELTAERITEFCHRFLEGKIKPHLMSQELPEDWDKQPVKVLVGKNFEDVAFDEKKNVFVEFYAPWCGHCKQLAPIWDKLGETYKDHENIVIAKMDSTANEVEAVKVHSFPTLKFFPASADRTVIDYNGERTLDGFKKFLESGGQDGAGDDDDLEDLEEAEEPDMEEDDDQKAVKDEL
TRPM1 prom inh: reduces MITF-dependent TRPM1 promoter luciferase signal; SK-MEL-5 TRPM1 promoter luciferase, 24 h; inhibition, % at 12.5 µM; 330,000 compounds, 0.83% hits;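 active means mean inhibition across replicates of 60% or more, whatever share of single replicates reaches that level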; further: values of inactives mirror those of a sister screen read the other way
hiPSC survival: enhancers of human iPSC single-cell survival; hiPSC single-cell survival, ATPlite luminescence; 100% = ROCK inhibitor wells, 0% = DMSO; survival enhancement, % at 20 µM; 360,000 compounds, 0.044% hits; AID 602274; in the data active means survival enhancement above about 18%;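 further: cells exposed to compounds for 16 hours before the ATP read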
HIF-2a inh: HIF-2a inhibition; 786-0 RCC cells HIF-2a reporter, luciferase luminescence, overnight; 360,000 compounds, 0.72% hits; inhibition, % at 18.8 µM; AID 624352;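 active means inhibition of the luminescence signal of 40% or more relative to plate controls, in a single-dose primary screen at 18.75 µM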
aDG glyco up: increases alpha dystroglycan glycosylation | activation, % at 10 µM | 360,000 compounds, 0.22% hits | Pro5-aDG cells, alpha-DG glycosylation AlphaScreen (IIH6); 0% Pro5, 100% B10-LARGE cell signal;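 active means activation of at least 8% versus controls, or a plate z-score of at least 8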;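 further: Pro5 are CHO cells carrying HIG-tagged alpha-DG that lacks glycosylation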
CaV13 FRET inh: Primary screen for inhibitors of IQ motif and Ca2+-dependent inactivation inhibitor domain binding in CACNA1D, Förster resonance energy transfer in living cells, … | HEK cells, CFP/YFP FRET ICDI-IQ, plate reader, 10 min; percent FRET-ratio fall versus neutral wells | inhibition, % at 12.3 µM | 340,000 compounds, 0.098% hits;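 active means mean replicate inhibition of at least 30% and at least 1% of replicates passing that level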;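 further: 0% = median of the neutral control wells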
NR2E3 ag-2: NR2E3 (human) agonism; Q9Y5X4; GST-NR2E3/biotin-RetCOR TR-FRET, 1536-well; inhibition of corepressor binding, % at 4.78 µM; 320,000 compounds, 0.12% hits; AID 2300;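 active means percent inhibition above the cutoff of mean plus 3 SD of all tested compounds, set per screening campaign, cut at about 20% in these data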;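 further: 0% = DMSO wells and 100% = biotin wells as full block of FRET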
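system = GST-tagged NR2E3 plus biotinylated RetCOR corepressor | input = 1.35 nM GST-NR2E3 | also added = 7 nM biotin-RetCOR | schedule = 5 h incubation at 4 °C | measured by = TR-FRET with europium anti-GST and streptavidin-D2, 340 nm excitation | read-out = percent loss of FRET ratio relative to control wells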
* marks the source's active call; other numbers are inactive results; x = not tested or not shown.

SMILES	Peg3 prom inh	NR2E3 ag-1	Vif inh	Exocytosis inh	PDI inh	TRPM1 prom inh	hiPSC survival	HIF-2a inh	aDG glyco up	CaV13 FRET inh	NR2E3 ag-2
Cc1ccc(CN2CCN(Cc3ccccc3)C(CCO)C2)s1 (stereo unspecified)	4	-23	-4	14	0	1	-0.8	2	0.0	-13	0
CCCC(=O)Nc1cccc(Oc2ccc3c(c2)C(=O)NC3=O)c1	12	22	-1	0	-4	-9	2.8	5	0.1	-3	1
CN(CC(=O)Nc1ccccc1Cl)C(=O)COC(=O)/C=C/c1cccc(C(F)(F)F)c1	-9	-13	x	3	-3	-6	4.8	-7	0.1	-5	3
COCCn1c(-c2ccc(C)cc2)nc2c(c(=O)c3ccccc3n2C)c1=O	7	-26	1	-5	-7	8	-0.3	7	0.0	0	x
Cc1cc(Br)cn2c(Cc3ccccc3)c(C3CCCCC3)nc12	x	-18	x	-1	x	x	-0.9	-2	-0.1	-4	x
O=C(CSc1nc2ccccc2o1)Nc1nc2c(s1)CCCC2	-34	14	-6	5	-3	5	-0.6	-9	0.5	-16	x
CC(=O)NC1CC2CCCC(C1)N2C(=O)Nc1cccc(C(C)=O)c1 (stereo unspecified)	7	-6	4	-7	0	-5	1.3	16	-0.1	1	x
CC(C)N1CC(C(=O)O)CC1=O (stereo unspecified)	10	-3	5	-2	-5	-1	-0.1	-4	-0.2	-15	4
CCCc1nc2sc3c(SCC(=O)NCc4ccco4)ncnc3c2c2c1CCC2	-30	-13	-1	5	18	-10	-0.6	-87	0.2	-5	10
COc1ccc(N2CCOCC2)c(NC(=O)c2cccnc2)c1	19	-13	0	-6	3	-20	-0.4	16	0.0	x	-1

Reprinted from the part before: four compounds, then new ones.
SMILES	Peg3 prom inh	NR2E3 ag-1	Vif inh	Exocytosis inh	PDI inh	TRPM1 prom inh	hiPSC survival	HIF-2a inh	aDG glyco up	CaV13 FRET inh	NR2E3 ag-2
CC(=O)NC1CC2CCCC(C1)N2C(=O)Nc1cccc(C(C)=O)c1 (stereo unspecified)	7	-6	4	-7	0	-5	1.3	16	-0.1	1	x
CC(C)N1CC(C(=O)O)CC1=O (stereo unspecified)	10	-3	5	-2	-5	-1	-0.1	-4	-0.2	-15	4
CCCc1nc2sc3c(SCC(=O)NCc4ccco4)ncnc3c2c2c1CCC2	-30	-13	-1	5	18	-10	-0.6	-87	0.2	-5	10
COc1ccc(N2CCOCC2)c(NC(=O)c2cccnc2)c1	19	-13	0	-6	3	-20	-0.4	16	0.0	x	-1
COc1ccccc1NC(=O)Oc1ccc(C(C)=O)cc1	8	-5	6	3	5	3	5.0	-12	-0.1	-4	0
CCCC[C@@H]1CNCCN1CCCc1cc(OC)c(OC)c(OC)c1	-2	12	-5	3	12	-4	-0.6	-2	-0.1	-6	4
O=C(Nc1ccc(NC(=O)c2cccs2)cc1)c1ccc2c(c1)OCCO2	32	-22	-3	-2	1	10	-0.1	47*	-0.1	-16	-3
O=C(NCC1CCCO1)c1ccc(Br)o1 (stereo unspecified)	2	-9	-16	0	1	4	-0.1	-1	-0.2	-4	2
CC1=CC(C)(C)Nc2ccc(OC(=O)CN3C(=O)CCC3=O)cc21	44	14	16	0	-2	-1	-2.0	74*	0.2	x	2
O=C(c1ccco1)N1CCN(Cc2cc(=O)c(OCc3cccc(F)c3)co2)CC1	9	-19	7	1	-1	11	0.0	5	0.0	-7	-1
N#CCC(=O)N/N=C\c1cccc(OC/C=C/c2ccccc2)c1	52*	-163	-7	-4	2	10	-0.4	64*	0.3	-2	2
Cc1ccc(NC(=O)c2cc(-c3ccc(C)c(C)c3O)n[nH]2)cc1C	-25	-2	-3	4	10	-2	-0.5	-27	0.0	-18	1
Cc1ccc(C(=O)NCCC(=O)Nc2ccccc2C)cc1	-12	-52	-2	1	-1	5	0.9	4	-0.1	-3	1
CC(=O)Nc1nc(N2C(=O)c3ccccc3C2=O)n(-c2ccccc2)n1	8	0	4	1	0	-1	-1.7	11	-0.2	-5	-7
CCCCN1C(=O)C(CC(=O)NCCN2CCOCC2)CC(C(=O)N(C)C)=C1C (stereo unspecified)	9	-13	-2	-1	-8	x	1.4	2	0.0	-9	x
Cc1cc(C)n(C2CC(=O)N(c3ccc(C)c(Cl)c3)C2=O)n1 (stereo unspecified)	20	15	6	0	-3	-8	0.0	20	-0.1	-14	2
Cc1ccc([N+](=O)[O-])cc1/C=N/Nc1nnnn1-c1ccccc1	10	5	-13	-2	-3	4	-0.5	11	0.2	-5	2
CC(C)NC(=O)COC(=O)/C=C/c1ccc(F)cc1	-25	9	5	-4	15	6	3.6	6	0.0	-5	4
COc1ccc2cc(CN(C(=O)Nc3ccccc3OC)C3CCCC3)c(=O)[nH]c2c1	22	3	-9	-3	-8	3	-3.6	17	0.2	-4	1
CCCCn1nnc(NC(=O)Cc2ccc(Cl)cc2)n1	5	22	21	-2	0	4	-0.9	-5	-0.1	x	0
Cn1c(CCNC(=O)c2ccccc2F)nnc1SCc1nc2ccccc2c(=O)[nH]1	14	18	x	9	-12	11	0.6	6	0.0	-7	1
Cc1ccccc1C(=O)Nc1ccc2c(c1)OCCO2	-56	-107	27	-1	-2	10	-1.0	-48	-0.1	-19	x
COc1ccccc1CC(=O)Nc1cccc(C)n1	-3	3	14	13	-5	0	0.3	-4	0.1	-6	1
CCn1c(N2CCN(S(=O)(=O)c3ccc(OC)cc3)CC2)nc2ccccc21	12	19	2	-3	-5	19	0.5	21	1.2	-22	-5
CC1CC(C)CN(CCCNC(=O)CCNC(=O)Cn2cnc3ccccc3c2=O)C1 (stereo unspecified)	16	2	11	-5	5	14	0.0	5	0.0	-7	-1
O=C1NCCCN1Cc1ccc(Cl)cc1	9	-14	-2	-8	8	3	-0.1	11	0.0	-2	-3
CC(C)C(=O)Nc1ccc(NC(=O)CCc2ccccc2)cn1	1	-19	15	-2	4	-3	-0.9	-5	-0.1	5	3
CCN(CC)S(=O)(=O)c1ccc(C(=O)Nc2ccc3c(c2)OCCO3)cc1	-24	-14	-8	-1	9	0	-0.7	-93	0.0	-4	0
CCOC(=O)c1cc(-c2csc(COc3ccccc3Cl)n2)on1	11	7	4	12	-9	13	0.5	23	-0.2	-2	5
CCCCOc1ccc(S(N)(=O)=O)cc1	-4	9	1	4	7	-5	-1.9	-8	-0.1	-7	0
CC(=O)Oc1ccc(-c2ccc(C(=O)OCC(=O)c3c(N)n(C)c(=O)n(C)c3=O)cc2)cc1	-19	-13	-1	-4	-1	x	-2.9	-13	0.4	-17	x
C/C(=N\NC(=O)NC1CCCCC1)c1ccc(Cl)s1	29	-20	-10	-30	4	10	0.4	9	0.0	-1	x
CC(c1nnc(SCC(=O)c2c(N)n(C)c(=O)n(C)c2=O)n1-c1ccc(Cl)cc1)N(C)C (stereo unspecified)	4	-13	6	0	3	3	0.0	12	0.0	-8	-4
Cc1ccc(SC(c2ccccc2)C(Cn2cncn2)C(=O)c2ccccc2)cc1 (stereo unspecified)	18	4	x	-2	-2	8	4.4	3	0.4	-6	2
CN(c1ccccc1)S(=O)(=O)c1cccc(NC(=O)C2=NNC(=O)CC2)c1	6	31	-10	21	-12	7	1.3	15	0.0	-7	x
O=C(Nc1nc2ccc(S(=O)(=O)N3CCCCC3)cc2s1)C1CCCO1 (stereo unspecified)	34	-4	-4	-1	1	4	3.1	10	0.0	-5	0
COc1cccc2sc(NNC(=O)C3COc4ccccc4O3)nc12 (stereo unspecified)	20	-16	-4	-4	-3	-4	1.3	6	-0.2	-4	2
O=C1[C@H]2[C@@H](/C=C/c3ccccc3)N3C(=O)CN(CCO)C(=O)[C@@]3(Cc3ccccc3)[C@H]2C(=O)N1c1ccccc1	17	-1	0	-5	0	-18	1.9	13	0.2	-5	5
COc1ccc(/C(C)=N/N2C(=O)c3ccccc3NC2c2ccc(O)c(OC)c2)cc1 (stereo unspecified)	-68	-21	-1	0	x	-41	-1.3	-71	-0.3	-4	1
Cc1c(Br)c([N+](=O)[O-])nn1CC(=O)N1CCc2ccccc21	6	-30	0	-3	-8	-1	-0.2	23	0.0	-15	-2
O=C(c1ccc(F)cc1)C1CCN(C(=O)Nc2ccccc2Cl)CC1	9	-23	-8	-1	2	-15	-0.5	-1	0.4	64*	3
N#Cc1ccc(-c2nc3ccc(Cl)cn3c2Cc2ccccc2)cc1	-51	-31	x	2	x	x	-1.0	-136	0.0	-4	x
Cc1cc(/C=C(\C#N)C(=O)O)c(C)n1CC1CCCO1 (stereo unspecified)	12	-7	0	-4	1	1	0.1	14	0.3	5	1
CC(C)CC(=O)Nc1ccc(C(=O)COC(=O)C2=COCCO2)cc1	-18	21	-12	0	-1	-4	-0.3	-5	0.0	-6	2
Cn1ncc(Cl)c1C(=O)Nc1cccnc1	4	-10	11	2	5	3	6.9	0	-0.2	x	2
Cc1nc2cc(C(F)(F)F)ccc2n1C1CCN(C(=O)N2CCOCC2)CC1	7	-7	12	2	-5	4	0.0	17	0.0	x	1
Cc1ccc(C(=O)Nc2ccc3cn[nH]c3c2)cc1S(=O)(=O)N1CCCCC1	-160	-50	-4	-4	4	-12	2.4	-163	1.1	x	-1
CCCCN(C(=O)CSc1cc(C)c2ccccc2n1)c1c(N)n(Cc2ccccc2)c(=O)[nH]c1=O	16	-35	8	0	6	-8	0.8	16	0.5	-3	0
CCOC(=O)c1ccc(NC(=O)CN(C)S(=O)(=O)c2ccc(Br)s2)cc1	11	6	-9	1	-9	-14	0.0	20	0.4	-7	-2
Cc1nc2ccc(CCO)cc2s1	-12	4	-5	-2	6	5	0.9	-3	-0.1	-4	1
Cn1c(CO)cnc1-c1ccccc1	4	-12	-1	4	3	5	-0.4	1	0.1	-19	1
CN(CC(=O)O)C(=O)c1ccccc1	-7	-1	18	2	x	-4	0.0	6	-0.3	x	x
O=S1(=O)CC2SC(=S)N(Cc3ccccc3)C2C1 (stereo unspecified)	-4	16	-6	-8	1	x	-0.7	9	0.0	2	-1
COc1ccc(CCNC(=O)c2c(O)c3ccccc3[nH]c2=O)cc1	-1	-6	-3	0	2	-3	0.6	4	-0.1	10	2
More entries
SMILES	Peg3 prom inh	NR2E3 ag-1	Vif inh	Exocytosis inh	PDI inh	TRPM1 prom inh	hiPSC survival	HIF-2a inh	aDG glyco up	CaV13 FRET inh	NR2E3 ag-2
CSc1ncnc2sc(C)c(C)c12	-13	-15	-18	-1	-5	3	-3.3	0	0.1	-5	-2
Cc1cc(NC(=O)CSCC(=O)N(C)Cc2ccc(F)cc2)no1	8	-22	1	-2	-1	-5	-0.3	14	0.1	x	2
CCCNC(=O)c1ccccc1C(=O)NC1(C(=O)NCCC)CCCC1	1	-22	-3	-5	-6	10	-0.5	12	0.0	-4	-2
O=C(NCCN1CCOCC1)[C@H](Cc1ccccc1)N1C(=O)c2ccccc2C1=O	-3	-8	2	-2	8	5	-0.3	5	0.0	-1	0
COC(=O)c1ccc2nc(C3CCCCC3)c(Cc3ccccc3)n2c1	-13	-34	x	-6	x	x	2.4	-34	0.1	x	x
COc1cc(C(=O)Nc2nnc(C)s2)c([N+](=O)[O-])cc1OC	5	0	-4	-4	1	12	-0.3	15	0.1	-2	-1
